Compound activity as filed in PubChem BioAssay.
GAA inh: blocks human lysosomal alpha-glucosidase; P10253; purified human GAA, 4-MU-alpha-glucoside fluorescence; Potency, µM (doses to about 76.9 µM), without a hit: at the highest dose activity change, negative = inhibition, most hits filed as inhibitors; 0.005% of 200,000 active; AID 1466;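 also: plate controls were uninhibited enzyme wells for no effect and no-enzyme background for full effect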
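Read-out is 4-methylumbelliferone fluorescence (Ex 365/Em 440 nm) after NaOH/glycine stop at pH 10. Enzyme 4 nM, substrate 400 uM, pH 5.0 citrate buffer, 20 min room temperature; AC50 from Hill-equation concentration-response.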
JMJD2E inh: blocks human JMJD2E demethylase activity; Potency, µM (doses to about 57.1 µM), without a hit: at the highest dose activity change, negative = inhibition, most hits filed as inhibitors; B2RXH2; AID 2147; JMJD2E catalytic domain, FDH-coupled NADH fluorescence (FDH is formaldehyde dehydrogenase); 1.6% of 230,000 active; active = well fitted inhibition curve with a large enough effect, not every such curve was filed as active; inconclusive = small, poorly fitted or top-dose-only effect, or another doubt; inactive = no such curve, though single readings can be large or run the other way;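 also: 0% = wells with enzyme and -100% = buffer wells without enzyme; nearly all actives have a fitted effect of over 50% in size; many of its hits are not listed in these tables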
aGal spleen mod: inhibits or activates alpha-galactosidase in human spleen homogenate; 0.008% of 240,000 active; P06280; human spleen homogenate, 4MU-alpha-Gal fluorescence, 40 min; AID 2107; Potency, µM (series often up to 80 µM), for inactives: at the top dose activity change, negative = inhibition, actives largely listed as inhibitors;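 also: 0% = enzyme with vehicle and -100% = no enzyme basal signal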
Target sequence (P06280 32-429 limits assumed): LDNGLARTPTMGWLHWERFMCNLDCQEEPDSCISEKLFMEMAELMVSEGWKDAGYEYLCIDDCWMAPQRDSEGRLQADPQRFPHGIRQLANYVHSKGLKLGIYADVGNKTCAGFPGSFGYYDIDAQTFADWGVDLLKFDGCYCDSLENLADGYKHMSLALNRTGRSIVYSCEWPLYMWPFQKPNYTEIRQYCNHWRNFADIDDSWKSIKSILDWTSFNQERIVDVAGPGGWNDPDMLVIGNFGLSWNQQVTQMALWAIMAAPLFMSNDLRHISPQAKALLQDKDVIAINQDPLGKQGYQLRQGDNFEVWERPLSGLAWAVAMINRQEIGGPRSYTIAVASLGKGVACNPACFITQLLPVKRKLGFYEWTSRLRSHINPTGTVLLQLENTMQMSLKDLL
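Spleen homogenate 1 ug + cpd (titration) + 4-MU-alpha-D-galactopyranoside 1 mM; 37C 40 min; 50 mM citrate/phosphate pH 5.0, 0.01% Tween-20; stop pH 10; fluorescence 365/440; AC50 via Hill.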
GoLoco inh red: blocks human Gai1 binding to RGS12 GoLoco peptide, red readout; P63096; Gai1:RGS12 GoLoco peptide FP, rhodamine, 10 min; Potency, µM (series often up to 61.6 µM), for the others: at the highest dose activity, negative = inhibition, usual class: inhibitors; 0.44% of 230,000 active; AID 880; active = well fitted inhibition curve with a large enough effect, not every such curve was filed as active; inactive = no such curve, though single readings can be large or run the other way; also: % is scaled to controls: 0 for no effect and ±100 for the full control effect; nearly all actives have a fitted effect of over 30% in size; many of its hits are not listed in these tables
GAA spleen mod: lysosomal alpha-glucosidase (human) modulation; P10253; human spleen homogenate, 4-MU-alpha-glucoside fluorescence; Potency, µM (top dose mostly 79.9 µM), for the others: top-dose activity change, negative = inhibition, actives largely listed as inhibitors; 0.006% of 240,000 active;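 also: 0% = enzyme with vehicle and -100% = no enzyme basal signal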
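Human spleen homogenate (1 ug) with 4-methylumbelliferyl-alpha-D-glucopyranoside (1 mM final) in 50 mM citrate/phosphate pH 5.0, 0.01% Tween-20; 40 min at 37 C. Stopped at pH 10; 4-MU fluorescence Ex 365/Em 440 nm; AC50 by Hill fit.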
SMN2 splice enh: enhancers of SMN2 splice variant expression; Potency, µM (doses to about 46.1 µM), for the others: at the top dose activity change, positive = activation, hits mostly activators; 2.8% of 210,000 active; HEK293 SMN2-luciferase splicing reporter, luminescence, 30-36 h; also: % of control where 0% means no effect; nearly all actives have a fitted effect of over 55% in size
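qHTS luciferase splicing reporter: luminescence rises when SMN2 exon 7 is included in transfected HEK293 cells. Compound exposure lasted 30-36 h at 37C, with 4.5 mM final sodium butyrate as control, followed by a ONE-Glo read.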
ALDH1A1 inh: inhibitors of human aldehyde dehydrogenase 1A1 | P00352 | Purified ALDH1A1, NADH fluorescence, propionaldehyde substrate | Potency, µM (series often up to 75.3 µM), without a hit: top-dose activity, negative = inhibition, most hits filed as inhibitors | 7.3% of 220,000 active; active = well fitted inhibition curve with a large enough effect, not every such curve was filed as active; inconclusive = small, poorly fitted or top-dose-only effect, or another doubt; inactive = no such curve, though single readings can be large or run the other way;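 also: plate controls were no enzyme wells and a reference inhibitor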
Target sequence (P00352 whole entry, looked up): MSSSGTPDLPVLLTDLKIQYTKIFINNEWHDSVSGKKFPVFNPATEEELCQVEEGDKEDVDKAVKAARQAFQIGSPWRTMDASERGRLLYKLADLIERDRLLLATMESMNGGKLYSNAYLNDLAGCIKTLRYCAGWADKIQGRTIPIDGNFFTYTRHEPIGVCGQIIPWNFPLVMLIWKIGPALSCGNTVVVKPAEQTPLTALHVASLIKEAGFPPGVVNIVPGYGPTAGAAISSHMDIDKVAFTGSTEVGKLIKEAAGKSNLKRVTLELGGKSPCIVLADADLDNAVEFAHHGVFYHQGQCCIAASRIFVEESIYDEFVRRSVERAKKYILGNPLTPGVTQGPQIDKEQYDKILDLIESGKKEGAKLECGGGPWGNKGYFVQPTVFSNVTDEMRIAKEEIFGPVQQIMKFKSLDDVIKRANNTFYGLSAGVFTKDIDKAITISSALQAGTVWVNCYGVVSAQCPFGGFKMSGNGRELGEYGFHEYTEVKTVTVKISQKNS
GAA glycogen mod: GAA glycogen-cleavage inhibition or activation. P10253. recombinant GAA, glycogen substrate, Amplex Red glucose oxidase fluorescence. Potency, µM (series often up to 76.4 µM), inactives show top-dose activity change, negative = inhibition, usual class: inhibitors. 0.38% of 300,000 active. AID 2100;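 also: 0% = full enzyme reaction and -100% = no-enzyme basal signal; the screen sought inhibitors and activators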
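Recombinant enzyme (4 nM final) with compounds titrated up to 77 uM and bovine liver glycogen (30 ug) in citrate pH 5.0, 0.01% Tween-20, 37 C 40 min. Released glucose detected by Amplex Red/glucose oxidase (Ex 573/Em 610); AC50 from Hill fits.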
Starred values were filed as active, the others as inactive; & = joins results of further samples; [ ] = remark or other dose. Unless noted, calls follow the shape of the dose curve; as a rule, active = well fitted curve in the direction sought with a large enough effect; inconclusive = small, poorly fitted or top-dose-only effect, or another doubt; inactive = no such curve, though single readings can be large; an effect the other way counts as inactive or inconclusive. Potency is read from the fitted curve at half-maximal effect.

For O=C(CN1C(=O)C2(OCCO2)c2ccccc21)c1ccc(F)cc1 the results were GAA inh 2%, JMJD2E inh -4%, aGal spleen mod -1%, GoLoco inh red 0%, GAA spleen mod 1%, SMN2 splice enh -9%, ALDH1A1 inh -9% and GAA glycogen mod 7%.
`CN(C)/C=N/c1cc(=O)n(C)c(=O)n1CC1CC1` gave GAA inh 5%, JMJD2E inh -8%&3%, aGal spleen mod -6%&1%, GoLoco inh red 1%&7%, GAA spleen mod -2%&5%, SMN2 splice enh 12%&-1%, ALDH1A1 inh 4%&-9% and GAA glycogen mod -3%.
For CCOC(=O)c1ccc(NC(=O)c2c(NC(=O)CCC(=O)O)sc3c2CCCCC3)cc1 the results were GAA inh inconclusive, JMJD2E inh -6%, aGal spleen mod 9%, GoLoco inh red -3%, GAA spleen mod 6%, ALDH1A1 inh 16µM* and GAA glycogen mod -10%.
O=C(Nc1ccccc1)N(CCN1CCOCC1)Cc1cccc(Cl)c1 was read as GAA inh -11%, JMJD2E inh -3%, aGal spleen mod -8%, GAA spleen mod 5%, ALDH1A1 inh 1% and GAA glycogen mod 16%.
`COc1cccc(C2=Nc3cccc4cccc(c34)N2)c1` gave GAA inh 5%, JMJD2E inh 4%, aGal spleen mod -2%, GoLoco inh red 13%, GAA spleen mod -5%, SMN2 splice enh 1%, ALDH1A1 inh inconclusive and GAA glycogen mod inconclusive.
O=C(C1CCN(S(=O)(=O)Cc2ccccc2)CC1)N1CCN(c2ncccn2)CC1 was read as GAA inh -5%, JMJD2E inh -8%, aGal spleen mod 13%, GoLoco inh red -9%, GAA spleen mod -3%, SMN2 splice enh 9%, ALDH1A1 inh -1% and GAA glycogen mod 6%.
COc1ccc(N2C(=O)CN(Cc3cc(OC)c(OC)c(OC)c3)C2=S)cc1 was read as GAA inh -11%, JMJD2E inh -8%, aGal spleen mod 7%, GoLoco inh red 8%, GAA spleen mod 4%, SMN2 splice enh -46%[inhibitor], ALDH1A1 inh 1% and GAA glycogen mod -5%.
Screening COCCN(Cc1cc2cc(C)c(C)cc2nc1Cl)C(=O)Nc1ccccc1 returned GAA inh -8%, JMJD2E inh 10%, aGal spleen mod -3%, GoLoco inh red -24%, GAA spleen mod -2%, SMN2 splice enh -25%, ALDH1A1 inh 3% and GAA glycogen mod 10%.
Screening O=C(O)CCC1(C(=O)O)OCCc2ccccc21 (stereo not given) returned GAA inh 5%, JMJD2E inh -4%, aGal spleen mod 0%, GoLoco inh red 5%, GAA spleen mod -3%, SMN2 splice enh 14%, ALDH1A1 inh -2% and GAA glycogen mod -14%.
For O=C(O)CSCC(=O)NCc1cccc(C(F)(F)F)c1 the results were GAA inh 11%, JMJD2E inh -2%, aGal spleen mod 5%, GoLoco inh red -7%, GAA spleen mod 1%, SMN2 splice enh -8%, ALDH1A1 inh 8% and GAA glycogen mod 7%.
`CC(=O)c1ccc(N2CCN(C(=O)c3cc(-c4cccnc4)nc4ccc(Br)cc34)CC2)cc1` gave GAA inh 11%, JMJD2E inh -29%, aGal spleen mod -2%, GoLoco inh red 24%, GAA spleen mod -1%, SMN2 splice enh -19%, ALDH1A1 inh -6% and GAA glycogen mod 5%.
`CCN(CC)S(=O)(=O)c1ccc(N/N=C/c2ccc(O)cc2O)nc1` gave GAA inh 8%, JMJD2E inh 2%, aGal spleen mod -3%, GoLoco inh red -2%, GAA spleen mod -1%, SMN2 splice enh -107%[inhibitor], ALDH1A1 inh 7% and GAA glycogen mod inconclusive.
Cn1c(Cn2c(=O)sc3ccccc32)nnc1SCC(=O)N1CCc2ccccc21 was read as GAA inh -14%, JMJD2E inh -1%, aGal spleen mod 1%, GoLoco inh red 4%, GAA spleen mod -2%, SMN2 splice enh 9%, ALDH1A1 inh 3% and GAA glycogen mod 1%.
COc1ccc(-c2cc(C(=O)Nc3ccccc3SC)no2)cc1OC was read as GAA inh -1%, JMJD2E inh 4%, aGal spleen mod -2%, GoLoco inh red 10%, GAA spleen mod -3%, SMN2 splice enh -23%, ALDH1A1 inh inconclusive and GAA glycogen mod 6%.
Cc1ccc(F)cc1NC(=O)Nc1cc(C(C)(C)C)nn1C was read as GAA inh -3%, JMJD2E inh -3%, aGal spleen mod -6%, GoLoco inh red 3%, GAA spleen mod 0%, ALDH1A1 inh 2% and GAA glycogen mod -2%.
Cc1ccc2ncc([N+](=O)[O-])n2c1 was read as GAA inh inconclusive, JMJD2E inh 2%, aGal spleen mod -1%, GoLoco inh red 7%, GAA spleen mod -8%, SMN2 splice enh -12%, ALDH1A1 inh 9% and GAA glycogen mod 5%.
`COc1ccc(/C=C2/C(=O)OCc3cc(OC)c(OC)cc32)cc1` gave GAA inh -5%, JMJD2E inh 5%, aGal spleen mod -8%, GoLoco inh red -1%, GAA spleen mod -1%, SMN2 splice enh -3%, ALDH1A1 inh 6% and GAA glycogen mod -15%.
`CCN(CC)S(=O)(=O)c1ccc(NC2CCCc3ccccc32)nc1` (stereo not given) gave GAA inh -3%, JMJD2E inh inconclusive, aGal spleen mod 11%, GoLoco inh red 11%, GAA spleen mod 2%, SMN2 splice enh -38%[inhibitor], ALDH1A1 inh 3% and GAA glycogen mod -5%.
For CC1(C)CC[C@]2(C(=O)O)C(O)C[C@@]3(C)C(=CCC4[C@@]5(C)CCC(O)C(C)(C)C5CC[C@@]43C)C2C1 (stereo not given in full) the results were JMJD2E inh 10%, aGal spleen mod 14%, GoLoco inh red -2%, GAA spleen mod -3%, SMN2 splice enh 4% and ALDH1A1 inh -1%.
For O=C(O)/C=C\C(=O)Nc1ccccc1C(=O)NC1CCCCC1 the results were GAA inh 2%, JMJD2E inh inconclusive, aGal spleen mod 11%, GoLoco inh red 4%, GAA spleen mod 5%, ALDH1A1 inh inconclusive and GAA glycogen mod -2%.
Screening CCCSc1nc2[nH]ncc2c(=O)[nH]1 returned GAA inh -1%, JMJD2E inh 2%, aGal spleen mod 21%, GoLoco inh red 3%, GAA spleen mod 0%, SMN2 splice enh 2%, ALDH1A1 inh 0% and GAA glycogen mod 3%.
For COC(=O)c1ccc(C(=O)Nc2cc(Cl)ccc2Cl)cc1NC(=O)c1ccc(N(C)C)cc1 the results were GAA inh 1%, JMJD2E inh -7%, aGal spleen mod -5%, GoLoco inh red 5%, GAA spleen mod -4%, SMN2 splice enh 7%, ALDH1A1 inh 4% and GAA glycogen mod -4%.
Screening O=C1c2ccccc2C(Nc2ccc(S(=O)(=O)N3CCCCC3)cc2)N1c1ccccn1 (stereo not given) returned GAA inh -17%, JMJD2E inh -12%, aGal spleen mod 4%, GoLoco inh red 14%, GAA spleen mod -5%, SMN2 splice enh -10%, ALDH1A1 inh 5µM* and GAA glycogen mod -6%.
O=C(Nc1ccc2c(c1)OCO2)N1CCCC1 was read as GAA inh 1%, JMJD2E inh -13%, aGal spleen mod -7%, GoLoco inh red 10%, GAA spleen mod -1%, SMN2 splice enh inconclusive, ALDH1A1 inh -4% and GAA glycogen mod 16%.
Screening Cc1nnc(-c2ccc(Oc3ccc(Cl)cc3)c([N+](=O)[O-])c2)o1 returned GAA inh 3%, JMJD2E inh 12%, aGal spleen mod 0%, GoLoco inh red 9%, GAA spleen mod 1%, SMN2 splice enh -33%[inhibitor], ALDH1A1 inh 8% and GAA glycogen mod 3%.
For Cc1ccccc1OCC(O)CN1CCC(C)CC1 (stereo not given) the results were GAA inh inconclusive, JMJD2E inh 6%, aGal spleen mod -2%, GoLoco inh red 29%, GAA spleen mod -5%, SMN2 splice enh -7%, ALDH1A1 inh -1% and GAA glycogen mod 18%.
For COC(=O)c1sccc1NC(=O)Cn1cnc2c1c(=O)n(C)c(=O)n2C the results were GAA inh -1%, JMJD2E inh 4%, aGal spleen mod 3%, GoLoco inh red -9%, GAA spleen mod 1%, SMN2 splice enh 6%, ALDH1A1 inh 6% and GAA glycogen mod 4%.
Screening Cc1ccccc1OCc1nc(-c2ccc(NC(=O)c3ccco3)cc2)no1 returned GAA inh 4%, JMJD2E inh inconclusive, aGal spleen mod 0%, GoLoco inh red 20%, GAA spleen mod -1%, SMN2 splice enh 7.1µM*, ALDH1A1 inh -3% and GAA glycogen mod -1%.
Nc1ccc(C(=O)Nc2nc3ccccc3s2)cc1 was read as GAA inh -10%, JMJD2E inh inconclusive, aGal spleen mod 12%, GoLoco inh red 3%, GAA spleen mod -16%, SMN2 splice enh 1.6µM*, ALDH1A1 inh -7% and GAA glycogen mod 1%.
Screening CC(C)c1ccc(CNc2ccc([N+](=O)[O-])cn2)cc1 returned GAA inh -7%, JMJD2E inh 7%, aGal spleen mod 0%, GoLoco inh red 3%, GAA spleen mod -3%, SMN2 splice enh 16µM*, ALDH1A1 inh inconclusive and GAA glycogen mod 0%.
O=C(CNC1CCCCCC1)Nc1ccc(S(=O)(=O)NC2CC2)cc1 was read as GAA inh -1%, JMJD2E inh 2%, aGal spleen mod -13%, GoLoco inh red 3%, GAA spleen mod -19%, SMN2 splice enh -6%, ALDH1A1 inh 1% and GAA glycogen mod -6%.
For [O-][n+]1c2c(c3c4non(O)c4ccc31)CCCC2 the results were GAA inh 1%, JMJD2E inh 2%, aGal spleen mod -13%, GoLoco inh red 3%, GAA spleen mod -5%, SMN2 splice enh -3%, ALDH1A1 inh -12% and GAA glycogen mod inconclusive.
Screening O=C(COC(=O)c1ccccc1OCc1ccc(Cl)cc1)NC1CC1 returned GAA inh 8%, JMJD2E inh -3%, aGal spleen mod 5%, GoLoco inh red 19%, GAA spleen mod 0%, SMN2 splice enh -4%, ALDH1A1 inh -3% and GAA glycogen mod 5%.

Already shown: entries from further up.
For [O-][n+]1c2c(c3c4non(O)c4ccc31)CCCC2 the results were GAA inh 1%, JMJD2E inh 2%, aGal spleen mod -13%, GoLoco inh red 3%, GAA spleen mod -5%, SMN2 splice enh -3%, ALDH1A1 inh -12% and GAA glycogen mod inconclusive.
Screening O=C(COC(=O)c1ccccc1OCc1ccc(Cl)cc1)NC1CC1 returned GAA inh 8%, JMJD2E inh -3%, aGal spleen mod 5%, GoLoco inh red 19%, GAA spleen mod 0%, SMN2 splice enh -4%, ALDH1A1 inh -3% and GAA glycogen mod 5%.

Only part of the results is shown (hit frequency here may not be typical).
